Screens from PubChem.
BRCA1 expr up = activators of BRCA1 expression; MCF7-BRCA1-FFLuc reporter, luminescence, 48 h; response scale: scaled: vehicle 0%, 10 µM genistein 100%; Potency, µM (series often up to 46.1 µM), inactives show at the highest dose activation, usual class: activators; 380,000 tested, 1.1% active; AID 624202; also: potency is read from the fitted curve at half-maximal effect; nearly all actives have a fitted effect of over 80% in size; some results filed as inactive show a strong effect at the top dose
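MCF7 cells carrying a BRCA1-firefly luciferase reporter (2000 cells/well, phenol-red free MEM) were attached for 2 h at 37 °C, then given compounds for 48 h. Luminescence was read 15 min after luciferase reagent; activity normalized to genistein (10 microM) and DMSO.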
ELG1 genotox = genotoxicity induction in ELG1-luciferase HEK293T cells. 330,000 tested, 1.3% active. AID 504466. HEK293T ELG1-luciferase reporter, luminescence, 16 h. Potency, µM (top dose mostly 46 µM), for the others: at the highest dose activity change, positive = activation, actives largely listed as activators; also: potency is read from the fitted curve at half-maximal effect; % of control where 0% means no effect; nearly all actives have a fitted effect of over 60% in size
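After overnight (16 hr) compound treatment at 37 °C, ELG1-luciferase HEK293T cells were lysed with ONE-Glo; luminescence quantified 30 min later at room temperature.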
PKM2 act = increases activity of human pyruvate kinase M2; 260,000 tested, 0.34% active; purified PKM2, Kinase-Glo ATP luminescence, activation; response scale: 0% is enzyme alone, no compound; Potency, µM (highest dose often 57.5 µM), for inactives: at the highest dose activation, usual class: activators; also: potency is read from the fitted curve at half-maximal effect; % is scaled to controls: 0 for no effect and ±100 for the full control effect; nearly all actives have a fitted effect of over 55% in size
Target sequence (P14618 whole entry, looked up): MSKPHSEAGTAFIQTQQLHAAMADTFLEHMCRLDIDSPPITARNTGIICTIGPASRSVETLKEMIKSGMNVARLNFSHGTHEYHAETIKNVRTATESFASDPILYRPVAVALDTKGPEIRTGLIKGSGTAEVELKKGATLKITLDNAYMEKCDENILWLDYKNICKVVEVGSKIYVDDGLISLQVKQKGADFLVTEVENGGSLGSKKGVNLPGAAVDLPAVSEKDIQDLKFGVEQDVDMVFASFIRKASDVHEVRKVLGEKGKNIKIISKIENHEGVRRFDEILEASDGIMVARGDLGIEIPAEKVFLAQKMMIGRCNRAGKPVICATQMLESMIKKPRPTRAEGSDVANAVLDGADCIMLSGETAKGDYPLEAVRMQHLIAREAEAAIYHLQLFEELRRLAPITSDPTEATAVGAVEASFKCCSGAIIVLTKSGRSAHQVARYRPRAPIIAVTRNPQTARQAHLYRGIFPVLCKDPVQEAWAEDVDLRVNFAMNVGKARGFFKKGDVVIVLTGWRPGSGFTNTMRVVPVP
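ATP formation by purified human PK-M2, quantified via coupled luciferase luminescence after 1 h at room temperature with 0.1 mM ADP and 0.5 mM PEP final.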
FLuc counter = inhibits or activates purified firefly luciferase, miR-21 counter-screen | P08659 | purified FLuc, Km substrates, luminescence inhibition | Potency, µM (doses to about 57.5 µM), inactives show at the top dose activity change, negative = inhibition, most hits filed as inhibitors | 360,000 tested, 6.9% active | AID 588342;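 also: potency is read from the fitted curve at half-maximal effect; plate controls were vehicle for no effect and reference inhibitor for full effect; nearly all actives have a fitted effect of over 55% in size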
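Purified P. pyralis luciferase (10nM final) with 10uM D-luciferin and 10uM ATP (Km levels) in 50mM Tris acetate pH 7.5, 10mM Mg acetate, 0.01% Tween-20, 0.05% BSA; qHTS 6-point titration, ~60 µM downward; luminescence read.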
VP16 counter = Gal4-VP16 reporter inhibition counter-screen; Drosophila S2 Gal4-VP16 UAS-luciferase, luminescence, 20 h; 310,000 tested, 3.5% active; Potency, µM (series often up to 53.6 µM), without a hit: at the highest dose activity, negative = inhibition, actives largely listed as inhibitors;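 also: Gal4-VP16 expression switched on by copper sulfate through the metallothionein promoter; potency is read from the fitted curve at half-maximal effect; % is scaled to controls: 0 for no effect and ±100 for the full control effect; nearly all actives have a fitted effect of over 50% in size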
Menin MLL FP TR = menin-MLL binding inhibition, Texas Red mutant peptide | Menin + Texas Red MLL mutant peptide, fluorescence polarization | AID 1768 | 270,000 tested, 0.23% active | Potency, µM (doses to about 61.6 µM), for inactives: at the top dose FP activity change, negative = inhibition, most hits filed as inhibitors | O00255; active = well fitted inhibition curve with a large enough effect in the polarisation, with a control signal flat, not every such curve was filed as active; inconclusive = small, poorly fitted or top-dose-only effect, or effect the other way, or a change in a side signal; inactive = no such curve, though single readings can be large or run the other way; the % refers to the polarisation; also: potency is read from the fitted curve at half-maximal effect; % of control where 0% means no effect; many of its hits are not listed in these tables
Giardia killer = Giardia lamblia killing; 340,000 tested, 0.15% active; activity change, % at 7.66 µM, hits read low; Giardia lamblia trophozoite viability; in the data active = activity change below about -80%; inconclusive = between about -30% and that limit;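 also: parasites exposed to compound for two days anaerobically before the ATP read; % is scaled to controls: 0 for no effect and ±100 for the full control effect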
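ATP-content bioluminescence gauges trophozoite survival. Cells (100/well) receive compound and incubate anaerobically for 48 hrs at 37 deg C; detection reagent follows for 15-30 min at room temperature.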
Rab9 promoter act = activates the Rab9 promoter. Huh7 Rab9 promoter-luciferase reporter, luminescence, 24 h. AID 485297. 320,000 tested, 2.8% active. Potency, µM (top dose mostly 9.22 µM), inactives show top-dose activation, negative = inhibition, actives largely listed as activators; also: potency is read from the fitted curve at half-maximal effect; % of control where 0% means no effect; nearly all actives have a fitted effect of over 60% in size
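Stable Rab9-luc Huh7, 1500 cells/well, 2 h settle; cmpd in DMSO, 24 h, 37 °C/5% CO2; luciferase reagent 10 min RT; luminescence.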
p53 reactivator = restores transcriptional activity of mutant p53. H1299 p53-A138V BP100-luciferase reporter, luminescence, 24 h. Potency, µM (doses to about 92.2 µM), for the others: top-dose activity change, positive = activation, most hits filed as activators. 320,000 tested, 0.063% active; also: potency is read from the fitted curve at half-maximal effect; % of control where 0% means no effect; nearly all actives have a fitted effect of over 45% in size
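H1299 (p53-null), stable ts p53-A138V + BP100-Luc; 1000 cells/well, Opti-MEM/10% FBS; cpd 4 pt, 1:5; 24 h, 37 deg C, 5% CO2; detection reagent 10 min RT; luminescence.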
RORg inh = ROR gamma (mouse) transcription inhibition. Potency, µM (series often up to 53.6 µM), without a hit: at the highest dose activity change, negative = inhibition, actives largely listed as inhibitors. 310,000 tested, 5.4% active. Drosophila S2 Gal4-RORgamma UAS-luciferase reporter, 20 h. P51450. AID 2551; also: potency is read from the fitted curve at half-maximal effect; % is scaled to controls: 0 for no effect and ±100 for the full control effect; nearly all actives have a fitted effect of over 60% in size
Target sequence (P51450 whole entry, looked up, the tested form may be a part): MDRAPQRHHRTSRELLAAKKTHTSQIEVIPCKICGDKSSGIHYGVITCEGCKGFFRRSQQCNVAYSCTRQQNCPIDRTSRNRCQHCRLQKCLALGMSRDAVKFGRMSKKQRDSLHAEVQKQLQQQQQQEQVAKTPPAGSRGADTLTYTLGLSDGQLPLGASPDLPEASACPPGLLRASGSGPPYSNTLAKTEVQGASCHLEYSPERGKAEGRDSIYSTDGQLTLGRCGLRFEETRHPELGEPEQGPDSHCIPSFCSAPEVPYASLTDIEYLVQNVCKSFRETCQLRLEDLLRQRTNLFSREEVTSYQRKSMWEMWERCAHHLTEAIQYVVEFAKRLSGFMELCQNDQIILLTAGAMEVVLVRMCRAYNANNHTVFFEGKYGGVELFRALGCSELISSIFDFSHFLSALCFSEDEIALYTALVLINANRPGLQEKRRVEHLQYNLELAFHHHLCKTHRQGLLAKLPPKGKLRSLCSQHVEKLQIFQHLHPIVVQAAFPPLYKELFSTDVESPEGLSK
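In this cell-based reporter format, copper sulfate (700 uM final) drives Gal4–ROR gamma fusion expression from a metallothionein promoter in Drosophila Schneider cells; compounds preincubated 1 hr, reporter read after 20 hr at ambient temperature.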
NPC1 prom act = activates the NPC1 promoter; Potency, µM (series often up to 9.22 µM), for inactives: at the top dose activation, actives largely listed as activators; 320,000 tested, 2.4% active; Huh7 NPC1 promoter luciferase reporter, 24 h;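 also: potency is read from the fitted curve at half-maximal effect; % of control where 0% means no effect; nearly all actives have a fitted effect of over 60% in size; reporter is driven by a mutant NPC1 promoter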
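In 1536-well qHTS, Huh7 cells harboring an NPC1 promoter–luciferase construct received compound for 24 h; activation was quantified by luminescence following luciferase reagent addition.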
* hit, by the source's call; u = inconclusive; x = not tested or not shown; [ ] = remark or other dose. Unless noted, calls follow the shape of the dose curve; as a rule, active = well fitted curve in the direction sought with a large enough effect; inconclusive = small, poorly fitted or top-dose-only effect, or another doubt; inactive = no such curve, though single readings can be large; an effect the other way counts as inactive or inconclusive.

SMILES | BRCA1 expr up | ELG1 genotox | PKM2 act | FLuc counter | VP16 counter | Menin MLL FP TR | Giardia killer | Rab9 promoter act | p53 reactivator | RORg inh | NPC1 prom act
CCCCNC(=O)NC1C(NC(=O)NCCCC)N(C)C(=O)N1C (configuration not stated) | -12% | 1% | -3% | 0% | -9% | x | -6 | 6% | -5% | 6% | -8%
COc1ccccc1NS(=O)(=O)c1ccc(O)c(C(=O)OCC(=O)Nc2ccccc2F)c1 | 0% | -6% | 0% | -18% | -13% | 20% | 8 | -2% | 2% | 1% | -5%
Cc1ccc(S(=O)(=O)c2cc(OC(=O)c3ccco3)ccc2OC(=O)c2ccco2)cc1 | -16% | 1% | 11% | -11% | 2% | x | -11 | -5% | 0% | 18% | -1%
CC1Cc2ccccc2N1C(=S)NC(=O)C1(C)CC1(Cl)Cl (configuration not stated) | -35% | -8% | 6% | u | 2.2µM* | 18% | -18 | 1% | 2% | 0.63µM* | -13%
C/C(=N\NC(=O)c1ccc(F)cc1)c1cccc(NC(=O)c2ccco2)c1 | 87% | 2% | 0% | 4.8µM* | 4% | -9% | 2 | 30% | 8% | -38% | 20%
O=C(Nc1ccc(Cl)cc1)c1cc(S(=O)(=O)N2CCOCC2)cs1 | -59% | -5% | 3% | -3% | 17% | u | -4 | 0% | -4% | 32% | -2%
COc1cccc2cc(-c3cc(=O)oc4cc(C)c(O)cc34)oc12 | -20% | 3% | x | 0% | -14% | x | 14 | 7% | 3% | -7% | 4%
O=C(NC1CCCC1)C(c1ccncc1)N(C(=O)c1ccco1)c1ccc(Cl)cc1 (configuration not stated) | -34% | -14% | -12% | 2% | 11% | -5% | 10 | 3% | 2% | 0% | -5%
Cc1ccc2cc3cc(C(=O)NCCN4CCOCC4)oc3nc2c1 | 16% | 0% | 1% | 2% | -13% | u | -16 | -5% | 6% | -6% | -4%
CCCN1C/C(=C/c2cccc([N+](=O)[O-])c2)C(=O)/C(=C/c2cccc([N+](=O)[O-])c2)C1 | -84% | 5% | 3% | 3% | 0% | 11% | -4 | -25% | -35%[inhibitor] | 29% | -11%

Ordered by molar mass (smallest number first): four of the compounds above.
SMILES | BRCA1 expr up | ELG1 genotox | PKM2 act | FLuc counter | VP16 counter | Menin MLL FP TR | Giardia killer | Rab9 promoter act | p53 reactivator | RORg inh | NPC1 prom act
COc1cccc2cc(-c3cc(=O)oc4cc(C)c(O)cc34)oc12 | -20% | 3% | x | 0% | -14% | x | 14 | 7% | 3% | -7% | 4%
CC1Cc2ccccc2N1C(=S)NC(=O)C1(C)CC1(Cl)Cl (configuration not stated) | -35% | -8% | 6% | u | 2.2µM* | 18% | -18 | 1% | 2% | 0.63µM* | -13%
CCCN1C/C(=C/c2cccc([N+](=O)[O-])c2)C(=O)/C(=C/c2cccc([N+](=O)[O-])c2)C1 | -84% | 5% | 3% | 3% | 0% | 11% | -4 | -25% | -35%[inhibitor] | 29% | -11%
Cc1ccc(S(=O)(=O)c2cc(OC(=O)c3ccco3)ccc2OC(=O)c2ccco2)cc1 | -16% | 1% | 11% | -11% | 2% | x | -11 | -5% | 0% | 18% | -1%

(listing goes on)
SMILES | BRCA1 expr up | ELG1 genotox | PKM2 act | FLuc counter | VP16 counter | Menin MLL FP TR | Giardia killer | Rab9 promoter act | p53 reactivator | RORg inh | NPC1 prom act
O=C(/C=C/c1cn(-c2ccccc2)nc1-c1ccccc1)Nc1ccc(C(=O)O)cc1 | 58% | 4% | -1% | 0.85µM* | u | u | 9 | u | 19% | u | 24%
CN(C)c1cccc2c(S(=O)(=O)N3CCCC3)cccc12 | -10% | -1% | x | u | -14% | -17% | 10 | -2%[1.84 µM] | 3% | -3% | 3%
CCOC(=O)c1c(C(F)(F)F)cc(-c2ccc(F)cc2)nc1C | -18% | 6% | -1% | u | 7% | -14% | -8 | -1% | 8% | 19% | 1%
COc1ccc(NC(=S)N2CCN(c3ncccn3)CC2)c(OC)c1 | -1% | 0% | -4% | -3% | 0% | x | 10 | 2% | 0% | -9% | -1%
COCc1cc(=O)[nH]c(/N=C(\N)Nc2cccc(C)c2)n1 | -3% | -7% | -22% | -4% | 0% | 5% | 21 | -1% | -7% | 2% | 11%
COC(=O)c1cccc(NC(=S)NC(C)C)c1 | -1% | 0% | -1% | -5% | -28% | 3% | 7 | 0% | 4% | u | -2%
COc1ccc(Nc2ncccc2C(=O)O)cc1 | u | 15µM* | -6% | 15µM* | u | -1% | -19 | u | u | 18% | u
CC12C(=O)N(n3cnnc3)C(=O)C1C1C=CC2C1 (configuration not stated) | -16% | -2% | 0% | 5% | -1% | -5% | -12 | 3% | 0% | -1% | 0%
COC(=O)c1ccc(N(C(=O)CNC(=O)c2ccco2)C(C(=O)NCC2CCCO2)c2ccc(OC)c(OC)c2)cc1 (configuration not stated) | 16% | 1% | x | 0% | 1% | 6% | 1 | 0% | 5% | -1% | -7%
CCOC(=O)c1c(-c2ccc(OC)cc2)csc1NC(=O)C1CCCO1 (configuration not stated) | -23% | -5% | -9% | u | -5% | 7% | 2 | -12% | -2% | 39% | 3%
COc1ccc(NC(=O)C(C)N2C(=O)c3ccccc3S2(=O)=O)c(OC)c1 (configuration not stated) | -22% | 15% | x | -2% | x | x | -8 | 0% | 3% | x | -1%
C/C(=N\NC(=O)CSCc1ccccc1Br)c1cccc([N+](=O)[O-])c1 | -6% | -4% | -5% | 0% | u | 2% | -12 | -10% | 11% | u | -2%
O=C(COC(=O)CSc1ccc([N+](=O)[O-])cc1)NCc1cccs1 | -3% | -6% | x | -6% | x | x | 4 | -2% | -1% | x | 3%
COCC1CCN(C(=O)c2cc(COc3ccc(C)c(C)c3)on2)C1 (configuration not stated) | 11% | 3% | -6% | -2% | 27% | x | 15 | -1% | 0% | 36% | -2%
CCNC(=O)c1ccccc1-c1nc(-c2ccccc2)no1 | 0% | 3% | 5% | -24% | 6% | x | 30 | 2% | -2% | 28% | -1%
COc1ccc(NS(=O)(=O)c2cccc(C(=O)NCC3(N(C)C)CCCCC3)c2)cc1 | 6% | -1% | x | 3% | x | x | 4 | -4% | -5% | x | -1%
COc1ccc(/C=N/NC(=O)CNS(=O)(=O)c2ccc(C)cc2)cc1 | -14% | 0% | -1% | 2% | -17% | 11% | -15 | -8% | -1% | -7% | -3%
Cc1ccc(S(=O)(=O)N(C)CC(=O)OCC(=O)N2CCN(c3ccccc3)CC2)cc1 | 7% | 1% | -3% | 1% | -1% | -5% | 2 | -6% | 1% | -18% | 1%
CCOC(=O)C1CCCN(C(=O)CCn2nc(-c3ccccc3)ccc2=O)C1 (configuration not stated) | -15% | 1% | 2% | -2% | 1% | -18% | -1 | 10% | 2% | -13% | 0%
COc1ccc(C/C(C)=N\NC(=O)c2cn(C)c3ccccc23)cc1OC | -14% | 1% | 3% | 2% | -1% | x | -25 | -5% | 1% | -27% | -2%
O=C(c1ccco1)N1C2C=CC(C2)C1(C(F)(F)F)C(F)(F)F (configuration not stated) | -16% | 2% | 13% | 1% | -4% | -8% | 2 | -3% | 3% | 40% | 0%
COC(C(=O)N1CCC(CCC(=O)Nc2ccccc2)CC1)c1ccccc1 (configuration not stated) | -6% | 2% | x | u | -4% | x | -8 | u | u | 38% | 19%
CCCn1c(SCCN2C(=O)c3ccccc3C2=O)n[nH]c1=O | 14% | 2% | -1% | 10% | -3% | -1% | 2 | 0% | -4% | -11% | -8%
CC(=O)Nc1nc2cc3c(cc2s1)OCO3 | u | u | -8% | 19µM* | -1% | 2%[11.7 µM] | 5 | 4µM* | u | 22% | u
S=C(NN=C1C2CC3CC(C2)CC1C3)Nc1ccccc1 | -18% | 13% | -2% | u | u | -3% | 16 | 4% | 14% | u | 9%
O=C(/C=C/c1ccc(S(=O)(=O)N2CCOCC2)cc1)N1CCCCC1 | 3% | 0% | x | 3% | x | x | -1 | -2% | 5% | x | -3%
COc1ccc(S(=O)(=O)CCC(=O)N(C)c2ccc(OC)cc2OC)cc1 | -2% | 0% | -17% | -4% | -9% | 0% | 2 | 1% | 6% | -31% | 5%

An excerpt from above, limited to Rab9 promoter act and BRCA1 expr up.
Molecule	Rab9 promoter act	BRCA1 expr up
Cc1ccc2cc3cc(C(=O)NCCN4CCOCC4)oc3nc2c1	-5%	16%
CCCN1C/C(=C/c2cccc([N+](=O)[O-])c2)C(=O)/C(=C/c2cccc([N+](=O)[O-])c2)C1	-25%	-84%

These rows are one share of the data; rates above refer to the full screens.
